# Compound activity: PubChem BioAssay, several laboratories
# BaF3 parental: parental Ba/F3 cell viability inhibition, counter-screen for JAK2V617F inhibitor project, murine pro-B, CellTiter-Glo luminescence; CellTiter-Glo ATP luminescence; inhibition, % at 5.6 µM; hit rate 1.1% among 220,000; AID 1486, 2009;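 active = inhibition above a per-campaign cutoff, the mean inhibition of all tested compounds plus 3 SD, cut at about 27% in these data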;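 also: 0% = DMSO wells and 100% = JAK Inhibitor I control wells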
# PERK inhibitor: block of dimerizer-induced PERK translation repression, primary screen, PERK inhibitor project, CHO PERK-DD cells, SEAP luminescence, HTS; CHO PERK-DD fusion, SEAP luminescence translation reporter; inhibition, % at 5.6 µM; hit rate 0.17% among 220,000;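 active = inhibition above the mean inhibition of all tested compounds plus 3 SD, set separately per screening campaign, cut at about 2.9% in these data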;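 also: PERK kinase domain activated by AP20187 dimerizer at 100 nM; 0% = DMSO with dimerizer and 100% = rapamycin at 8.4 µM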
# MDM2 E3 inh: MDM2-luciferase reporter signal enhancers, primary screen, MDM2 E3 ligase inhibitor project, cell-based, luminescence, 1536-well | E3 ubiquitin-protein ligase Mdm2 (Homo sapiens), Q00987 | cell-based MDM2 ubiquitination luciferase reporter, 2 h; 0 = plate control, 100 = twice control, blank-subtracted | signal enhancement, % at 5 µM | hit rate 0.11% among 210,000;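 active = signal enhancement of 30% or more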;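 also: luminescence tracks abundance of the self-degrading MDM2-luciferase fusion protein; higher signal means inhibition of MDM2 E3 ligase activity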
#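 Test system: stable mammalian line carrying autodegrading MDM2–luciferase fusion reporter; quantity: 2000 cells in each well; times: 4 h cell settling then 2 h compound exposure, 37 °C; detection: luminescence with SteadyLite reagent, 15 min at room temperature; evaluation: percent signal gain over controls, blank-subtracted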
# eIF4E-4G inh: eIF4E–eIF4G protein interaction inhibitors, primary screen, biochemical, uHTS, TR-FRET, eIF4GI fragment. TR-FRET eIF4E-eIF4GI(517-606) binding, 2 h. inhibition, % at 21.7 µM. hit rate 0.37% among 220,000. AID 782, 2007;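 active = inhibition above about 30%, limit read from the data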;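 also: 0% = full FRET control wells and 100% = background wells lacking eIF4GI fragment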
# S1P4 antagonist: S1P4 receptor antagonists, primary screen, cell-based; S1P4-expressing cells, antagonist mode, reporter read-out; inhibition, % at 4.98 µM; hit rate 0.26% among 220,000; AID 1510, 2009; in the data active = inhibition above about 29%;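 also: 0% = wells stimulated with agonist and 100% = vehicle wells without agonist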
# Target sequence (O95977 whole entry, looked up): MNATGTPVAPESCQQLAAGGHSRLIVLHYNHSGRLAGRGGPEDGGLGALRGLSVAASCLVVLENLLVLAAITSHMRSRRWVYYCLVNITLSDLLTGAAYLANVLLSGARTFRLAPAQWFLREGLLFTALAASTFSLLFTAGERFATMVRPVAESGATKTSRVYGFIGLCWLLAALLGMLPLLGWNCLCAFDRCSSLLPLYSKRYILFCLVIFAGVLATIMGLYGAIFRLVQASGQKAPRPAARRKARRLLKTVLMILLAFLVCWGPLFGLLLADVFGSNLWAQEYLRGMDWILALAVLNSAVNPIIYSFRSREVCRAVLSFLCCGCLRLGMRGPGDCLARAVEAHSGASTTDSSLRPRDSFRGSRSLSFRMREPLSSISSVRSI
# S1P4 agonist: S1P4 receptor agonists, primary screen, cell-based | S1P4-expressing cell line, agonist reporter assay | hit rate 0.35% among 220,000 | activation, % at 4.98 µM; in the data active = activation above about 11%;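 also: 0% = DMSO vehicle and 100% = reference agonist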
# Wee1 stabilizer: Wee1 degradation inhibitors, primary screen, cell-based, HeLa, Wee1K328M-luciferase, luminescence | Wee1-like protein kinase (Homo sapiens), P30291 | HeLa Luc-Wee1K328M stability; 100% = proteasome inhibitor MG132 effect | reporter increase, % at 5 µM | hit rate 1.2% among 220,000 | AID 1321, 2008;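 active = activation above the mean of all tested compounds plus 3 SD, set per screening run, cut at about 8.8% in these data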;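 also: cells exposed to compound for 20 h before luminescence read; 0% = DMSO alone and 100% = MG132 at 30 µM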
# Ba/F3 V617F tox: reduced viability of JAK2V617F-dependent Ba/F3 cells, primary screen, JAK2V617F inhibitor project, cell-based, Ba/F3 EpoR-JAK2V617F, luminescence; hit rate 1.1% among 220,000; inhibition, % at 5.6 µM; AID 1446, 2008; ATP luminescence;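 active = inhibition above the campaign mean plus 3 SD over all tested compounds, cut at about 24% in these data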;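 also: cytokine-independent growth of Ba/F3 cells driven by EpoR plus mutant JAK2; 0% = DMSO-treated cells and 100% = JAK inhibitor I control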
# NPY2 pot ag: NPY-Y2 potentiators or agonists, primary screen, cell-based | Neuropeptide Y receptor type 2 (Homo sapiens), P49146 | cells expressing NPY-Y2, potentiator/agonist read-out | activation, % at 3.6 µM | hit rate 0.45% among 220,000; in the data active = activation above about 27%;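 also: cells stimulated with NPY near EC25 plus isoproterenol at EC100; 0% = vehicle plus submaximal agonist and 100% = vehicle plus saturating agonist; some results beyond the cut were filed as inactive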
# Target sequence (P49146 whole entry, looked up): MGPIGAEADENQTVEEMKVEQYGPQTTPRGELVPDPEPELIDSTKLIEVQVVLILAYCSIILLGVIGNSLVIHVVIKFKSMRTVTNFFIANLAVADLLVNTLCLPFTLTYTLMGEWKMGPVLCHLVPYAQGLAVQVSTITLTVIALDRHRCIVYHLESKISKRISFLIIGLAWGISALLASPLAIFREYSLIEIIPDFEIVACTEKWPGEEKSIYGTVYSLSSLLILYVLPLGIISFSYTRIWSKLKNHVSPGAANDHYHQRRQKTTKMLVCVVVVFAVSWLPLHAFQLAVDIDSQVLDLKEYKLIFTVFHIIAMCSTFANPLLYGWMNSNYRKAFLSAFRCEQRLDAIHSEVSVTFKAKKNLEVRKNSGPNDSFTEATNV
# Starred values were filed as active, the others as inactive; x = not tested or not shown; [ ] = remark or other dose. The order is random; about 4.1% have a hit in one of these screens.
smiles,BaF3 parental,eIF4E-4G inh,MDM2 E3 inh,PERK inhibitor,S1P4 agonist,Ba/F3 V617F tox,Wee1 stabilizer,NPY2 pot ag,S1P4 antagonist
O=C(Nc1nc2ccccc2[nH]1)C12CC3CC(CC(C3)C1)C2,4,-1,-16,-1.5,-2.6,-2,3,12,-19
CCCOC(=O)c1ccc(Oc2cn[nH]c2-c2ccc(OC)cc2O)cc1,2,5[fluorescence artefact?],1,-0.2,1.3,0,3,26,-12
Cc1ccccc1CN1CCN(S(=O)(=O)c2cccs2)CC1,6,3,-17,-0.4,0.8,2,1,-2,1
Cc1nn(Cc2ccc(Cl)cc2)c(C)c1NC(=O)c1noc2c1CCCCC2,7,-1,5,-1.5,1.4,3,-1,10,-27
CC(=O)Nc1ccc2c(COC(=O)CC3Sc4ccccc4NC3=O)cc(=O)oc2c1 (centres undefined),-2,9,-5,1.2,1.3,-3,-1,2,-1
O=C(NCc1ccco1)c1ccccc1-c1ccccc1,6,3,-21,-0.3,-3.0,0,0,12,1
O=C(COC(=O)[C@H](Cc1ccccc1)NC(=O)c1cccs1)Nc1cc(F)ccc1F,0,11[fluorescence artefact?],1,0.2,2.7,-4,2,-3,-19
COC(=O)c1ccc(CSc2nc3ccccc3c(=O)n2Cc2ccco2)o1,5,-4,-31,-0.7,-1.2,2,-2,-32,-11
CCOC(=O)c1oc2ccccc2c1CN1CCCCC1,2,1,-10,-0.1,-1.1,-1,-1,-9,2
CCOC(=O)CCCNC(=O)CCNC(=O)c1ccc(OCC)cc1,4,-2,1,-0.1,0.5,-3,1,-3,-13
Cc1cc(C)c2c(CN3CCN(CCO)CC3)cc(=O)oc2c1,3,-8,21,0.2,-0.1,-2,0,-2,-5
COc1ccc(C(=O)Nn2c(SCC(=O)N3CCC(C)CC3)nc3ccccc3c2=O)cc1,18,0,-63,-1.1,0.8,17,-3,-15,-2
O=C(CNc1cc(S(=O)(=O)N2CCOCC2)ccc1N1CCCC1)N1CCc2ccccc21,8,1,-6,1.3,-1.5,4,2,6,-5
O=C(CCc1nnc(-c2ccc(-c3ccccc3)cc2)o1)N1CCCCC1,7,2,-10,-0.1,0.0,-3,-2,-9,-16
Cc1ccc(N2C(=O)c3ccccc3C2C(=O)c2cc(C)ccc2O)cc1 (centres undefined),2,3,1,0.5,2.1,0,1,18,18
CC(=O)c1ccc(NC(=O)C2Cc3ccccc3CN2C(=O)c2ccccc2)cc1 (centres undefined),4,2,-12,0.8,2.2,1,0,6,-9
Cc1ccc(C(=O)NC(=S)Nc2cccc3c(C)cc(C)nc23)cc1,1,-23[fluorescence artefact?],22,0.2,-2.4,-5,2,15,1
c1ccc2c(c1)C(=NC1CCCCC1)NC2=NC1CCCCC1,12,3,-16,-0.8,0.4,16,4,19,-6
O=C(O)c1cccc(-n2cccc2/C=C\[N+](=O)[O-])c1,3,1,-7,0.1,-0.1,-3,-3,0,-20
Cc1ccccc1/C=C1\CCCc2ccccc2C1=O,0,2,-18,0.6,-0.6,0,1,6,-3
Cc1ccc(-c2nc(C#N)c(NCc3cccc4c3OCO4)o2)cc1,4,10,-3,0.3,5.1,1,-3,-31,3
O=C(O)CS/C(=C\c1ccc(F)cc1)c1nc2ccccc2s1,-1,-2,-2,1.4,-0.7,-2,0,-15,2
Cc1ccc(N2C(=O)c3cccc4c(N)ccc(c34)C2=O)c2cccnc12,85*,2,x,0.1,-0.7,92*,-2,-25,-16
CCN(C(=S)NC(=O)C1CCCC1)C1CCCCC1,4,3,-22,0.2,2.2,5,-1,-5,-17
Cc1c(C(=O)N/N=C/c2ccccc2)[nH]c2c([N+](=O)[O-])cccc12,1,94*,-11,0.9,0.9,5,-1,-9,6
O=C(c1cc(-c2ccccn2)nc2ccc(Br)cc12)N1CCc2ccccc2C1,-2,-63[fluorescence artefact?],-10,-0.2,1.3,-6,-1,-4,7
O=C(NCCc1c[nH]c2ccccc12)/C(=C/c1cccnc1)NC(=O)c1ccco1,-2,1,1,0.0,3.8,-3,-4,10,-12
COc1cc2c(cc1OC)CN(C(=O)c1cc(=O)c3ccccc3o1)CC2,25,4,-17,-1.6,2.2,16,7,-21,4
CCOc1ccccc1C(=O)N(Cc1ccco1)C1CCS(=O)(=O)C1 (centres undefined),1,4,11,0.5,0.7,-3,0,-6,-1
Cc1ccc(C2CC(c3ccco3)n3ncnc3N2)cc1 (centres undefined),8,5,-10,1.1,-3.4,1,-2,-21,0
COc1ccc2[nH]c3c(c2c1)CCNC3C1CC=C(C)CC1 (centres undefined),3,-1,-7,-0.4,-0.1,0,4,-11,-3
O=C(O)c1cccnc1Sc1ccccc1,5,1,-9,0.9,-0.2,-2,0,2,4
O=C(O)c1ccc(Nc2ncnc3c2cnn3Cc2ccccc2)cc1,9,-2,-5,-0.2,-1.1,2,1,-9,6
Oc1ccc(/C=N/N2CCN(C3c4ccccc4-c4ccccc43)CC2)cc1O,2,4,1,-0.9,0.1,70*,-2,10,2
CCCN1C2=NS(=O)(=O)CCN2c2ccccc21,4,0,-4,0.7,-1.8,-1,-2,-7,-28
NC(=O)N/N=C/c1ccccc1OCC(=O)NCc1ccccc1,4,-1,-1,0.5,0.6,2,-1,0,-11
COCCn1c(SCC(=O)NNC(=O)c2ccc(OC)c(OC)c2)nc2ccccc2c1=O,7,1,-2,1.1,2.0,-2,0,8,-3
CC(C)(c1ccccc1)c1ccc(OCC(O)CNC2CCN(Cc3ccccc3)CC2)cc1 (centres undefined),9,6,-2,-0.4,-0.1,0,4,-8,-6
N#CCc1c(C#N)c(N)nc(N2CCCC(CO)C2)c1C#N (centres undefined),11,2,-8,0.5,-0.3,7,5,-10,-4
COc1ccc(C2C=C(c3ccccc3)Nc3nnnn32)cc1 (centres undefined),6,-9,-7,-0.7,1.6,3,-2,-5,0
COc1ccccc1N(CC(O)Cn1ccnc1C)S(=O)(=O)c1ccccc1 (centres undefined),-1,4,0,1.8,1.2,-3,2,-4,-3
COc1cccc2cc(C(=O)N3CCN(C/C=C/c4ccccc4)CC3)c(=O)oc12,2,6,3,-1.0,1.8,-4,-1,0,-6
FC(F)(F)c1nc2ccccc2n2c(-c3c(Cl)cccc3Cl)nnc12,4,-3[fluorescence artefact?],-14,0.4,0.0,7,-2,-1,-21
O=C(CCn1cccc1)Nc1ccc(F)cc1,7,2[fluorescence artefact?],-14,0.5,1.6,1,-3,-3,10
Cc1ccc(NC(=O)Cc2ncc(C(F)(F)F)cc2Cl)cc1Cl,-2,3[fluorescence artefact?],0,0.4,-0.5,-3,4,-15,-6
O=C(NCc1ccco1)c1ccccc1Br,2,3[fluorescence artefact?],-5,2.0,-0.7,0,4,-3,-17
Cc1noc(C)c1S(=O)(=O)Nc1c(C)n(C)n(-c2ccccc2)c1=O,5,-3,-34,0.6,1.9,3,0,-5,1
Cc1cc(C)c(N2C(=O)C3C4CC(=O)C(c5ccccc54)C3C2=O)c(C)c1 (centres undefined),-5,3,x,0.2,2.5,-3,2,1,-11
CCOC(=O)c1ccc(C(=O)OCC)c(NC(=S)Nc2ccc([N+](=O)[O-])cc2OC)c1,2,-2[fluorescence artefact?],-11,0.1,5.0,3,0,8,-8
Cc1ccc(C(=O)CNc2ccc(F)cc2)cc1,2,-6,0,1.1,-0.7,-6,0,1,3
NNC(=O)CSc1nnnn1-c1ccccc1,2,8,-7,2.6,-2.9,-8,2,-12,-4
CCOCCCNCc1c(Cl)cccc1Cl,-2,-1,-11,-0.1,-1.7,-4,-3,2,-13
Cc1ccc(S(=O)(=O)c2c(COC(=O)c3cccc(Cl)c3)c(-c3ccccc3)nn2C)cc1,5,-3,1,-0.3,0.0,-1,1,-1,1
Clc1cccc(NC2=NCCC2)c1,0,0[fluorescence artefact?],-10,1.1,-2.4,-1,-1,5,27
Cc1c(Cl)cccc1NC(=O)CN1CCC(NC(=O)C2CCCCC2)CC1,1,-7,-30,0.7,1.0,-2,-4,-7,1
CCCN(CCC)c1c([N+](=O)[O-])c(=O)oc2ccccc12,9,5,-8,0.2,2.4,4,-1,-6,13
O=C(NCc1ccc(N2CCCC2=O)cc1)c1cn(Cc2ccccc2)nn1,3,-8,7,-0.3,2.6,0,0,1,-20
CCCOC(=O)c1c(NC(=O)C2CCCO2)sc(C(=O)OC)c1C (centres undefined),5,-7[fluorescence artefact?],-10,1.2,1.2,0,-1,-1,4
CCOc1ccc(C(=O)NCCCN(CC)CC)cc1,2,8,-5,0.1,1.3,0,3,-16,-28
Cn1c(=O)c2[nH]c(CNCc3ccccc3Cl)nc2n(C)c1=O,5,6,-9,-0.2,1.2,3,-2,0,-31

# Next section.
smiles,BaF3 parental,eIF4E-4G inh,MDM2 E3 inh,PERK inhibitor,S1P4 agonist,Ba/F3 V617F tox,Wee1 stabilizer,NPY2 pot ag,S1P4 antagonist
CCOc1cccc(Oc2ncccc2C(=O)/C(C#N)=C/N(C)C)c1,7,9,0,1.9,-1.5,-3,5,11,7
O=S1(=O)CCC(n2ncc3c2/C(=C/c2ccccc2)CC3)C1 (centres undefined),4,4,-3,-0.6,0.1,-1,-4,-9,-20
CCOC(=O)c1c(N)c2cc([N+](=O)[O-])ccc2n1C,-3,-4,-7,-0.4,1.4,-1,3,-38,3
Cc1csc(SCC(=O)Nc2ccc(S(=O)(=O)N3CCCC3)cc2)n1,-1,0,-18,-0.8,0.4,-4,1,4,-9
CCCCOC(=O)C(C)Nc1n[nH]c(=O)[nH]c1=O (centres undefined),0,9,-7,2.9*,2.7,-4,-1,8,-20
COc1cc(NC(=O)c2ccc(Cl)cc2Cl)ccc1NC(=O)c1cccs1,-4,-3,x,1.2,-0.8,0,4,-16,5
COc1cc(/C=C/C(=O)OCC(=O)NCc2ccco2)ccc1OCC#N,1,-1,2,-0.7,1.8,1,-3,-1,-31
CCC(C(=O)NC1CCCCC1)N(CC1CCCO1)C(=O)CNS(=O)(=O)c1ccc(OC)cc1 (centres undefined),2,3,-7,-1.5,-0.9,7,1,-8,-12
O=C(c1ccco1)N1CCN(CCCCN2C(=O)c3ccccc3C2=O)CC1,-2,7,12,0.3,-0.3,-4,3,-1,8
N#Cc1c(N)n(-c2ccccc2)c(=O)c2cc([N+](=O)[O-])ccc12,-3,5,-14,1.3,0.8,-1,-3,-3,5
CCOC(=O)Nc1ccc([N+](=O)[O-])cc1C,8,-4[fluorescence artefact?],-7,1.7,2.5,-3,5,5,-18
